Bioassay records (PubChem BioAssay)
HKDC1 inhibitor – HKDC1 hexokinase inhibitors, primary screen, biochemical, fluorescence, uHTS. inhibition, % at 20 µM. recombinant HKDC1, G6PDH/diaphorase resazurin coupled fluorescence. actives 0.16% (n = 340,000). AID 493160, 2011;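 active = inhibition above about 35% when tested at 20 µM, limit read from the data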;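 note: plate controls were DMSO wells with enzyme for no effect and DMSO wells lacking enzyme for full effect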
Target sequence (Q2TB90 whole entry, looked up): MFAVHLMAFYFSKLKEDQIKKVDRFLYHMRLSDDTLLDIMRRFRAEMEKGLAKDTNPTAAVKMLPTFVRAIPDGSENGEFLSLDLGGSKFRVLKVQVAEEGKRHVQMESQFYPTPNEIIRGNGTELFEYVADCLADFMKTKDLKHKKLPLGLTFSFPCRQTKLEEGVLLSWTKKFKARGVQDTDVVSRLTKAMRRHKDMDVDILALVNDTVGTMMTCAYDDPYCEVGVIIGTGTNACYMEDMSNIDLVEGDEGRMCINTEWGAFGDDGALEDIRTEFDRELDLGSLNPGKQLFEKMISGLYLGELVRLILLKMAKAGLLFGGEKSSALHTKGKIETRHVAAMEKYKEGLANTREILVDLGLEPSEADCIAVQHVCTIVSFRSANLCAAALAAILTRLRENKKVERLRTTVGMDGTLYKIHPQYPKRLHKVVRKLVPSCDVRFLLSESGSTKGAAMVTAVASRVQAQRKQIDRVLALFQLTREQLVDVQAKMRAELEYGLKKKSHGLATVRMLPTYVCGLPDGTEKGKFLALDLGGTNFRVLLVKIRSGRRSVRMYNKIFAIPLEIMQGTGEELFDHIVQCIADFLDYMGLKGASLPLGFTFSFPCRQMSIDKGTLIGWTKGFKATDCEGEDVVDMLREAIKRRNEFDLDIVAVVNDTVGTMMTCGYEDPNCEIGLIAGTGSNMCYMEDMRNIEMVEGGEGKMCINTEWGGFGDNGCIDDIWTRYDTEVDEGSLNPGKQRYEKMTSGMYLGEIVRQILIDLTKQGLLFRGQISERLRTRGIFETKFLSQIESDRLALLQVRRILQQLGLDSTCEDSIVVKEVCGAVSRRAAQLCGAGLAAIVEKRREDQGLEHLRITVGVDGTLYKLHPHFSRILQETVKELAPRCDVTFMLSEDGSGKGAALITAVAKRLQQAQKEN
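Test system: recombinant HKDC1 (HK5) hexokinase enzyme, produced in-house / Doses: 20 µM test compound, 1% DMSO / Timing: 90 min, room temperature / Detection: G6PDH/diaphorase-coupled fluorescence, 1 mM NADP, 100 µM resazurin, 525/613 nm / Control set: DMSO wells with and without enzyme mix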
mIAP act – activators of mouse IAP, primary screen, biochemical, luminescence, uHTS | AID 2805, 2010 | muIAP, CDP-Star luminescence, 30 min; active compounds read high; 1 = vehicle-only enzyme signal, 0 = enzyme-free wells | actives 0.24% (n = 330,000) | activation factor at 10 µM;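 active = activation factor of at least 2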; note: the source names both 10 and 20 µM as test concentration; values of inactives mirror those of a sister screen read the other way
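System: Mouse IAP enzyme | Also added: CDP-Star substrate | Dosing: Compounds dispensed in DMSO | Schedule: 30 min enzyme-substrate-compound incubation at room temperature | Technique: Chemiluminescence readout | Control set: DMSO-only wells and no-enzyme negative control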
ATG4B inh – ATG4B protease inhibitors, primary screen, biochemical, fluorescence, uHTS; Cysteine protease ATG4B (Homo sapiens), Q9Y4P1; ATG4B cleavage of LC3-PLA2, NBD-HPC fluorescence, 1 h; inhibition, % at 8.33 µM; actives 0.51% (n = 340,000); AID 504462, 2011; in the data active = inhibition above about 40%
mIAP block – inhibitors of mouse IAP, primary screen, biochemical, luminescence, uHTS; intestinal alkaline phosphatase [Mus musculus]; purified mouse IAP, CDP-Star luminescence, 30 min; inhibition, % at 10 µM; actives 0.2% (n = 330,000);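 active = inhibition of at least 40% at 10 µM in the primary screen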;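 note: plate controls were DMSO with enzyme for no effect and no enzyme wells for full effect; values of inactives mirror those of a sister screen read the other way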
PfGluPho inh – PfG6PD enzyme inhibitors, primary screen, biochemical, fluorescence intensity, uHTS; PfGluPho enzyme, NADPH resazurin-diaphorase fluorescence; inhibition, % at 20 µM; actives 0.78% (n = 350,000); AID 504690, 2011;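 active = inhibition reaching at least a set limit at 20 µM in the primary screen, cut at about 59% in these data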;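 note: 0% = DMSO wells with substrate and 100% = DMSO wells lacking glucose-6-phosphate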
hIAP act – human IAP activators, primary screen, biochemical, luminescence, uHTS; purified human IAP, CDP-Star luminescence, 30 min; active compounds read high; 1 = vehicle-only enzyme, 0 = enzyme-free background; activation factor at 10 µM; actives 0.16% (n = 330,000); AID 2524, 2010;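 active = activation factor of the enzyme at least 2-fold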; note: the source names both 10 and 20 µM as test concentration; values of inactives mirror those of a sister screen read the other way
APOBEC3A inh – APOBEC3A ssDNA deaminase inhibitors, primary screen, selectivity assay for APOBEC3G inhibitor project, biochemical, FAM/TAMRA oligo cleavage fluorescence | actives 0.41% (n = 330,000) | DNA dC->dU-editing enzyme APOBEC-3A (Homo sapiens), P31941 | recombinant A3A, FAM/TAMRA ssDNA deamination fluorescence | inhibition, % at 20 µM;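 active = at least 40% inhibition at 20 µM here, with at most 30% in a related deaminase screen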;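 note: plate controls were A3A with DMSO for no effect and wells lacking A3A enzyme for full effect; some results filed as inactive read as strong as hits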
Target sequence (P31941 whole entry, looked up): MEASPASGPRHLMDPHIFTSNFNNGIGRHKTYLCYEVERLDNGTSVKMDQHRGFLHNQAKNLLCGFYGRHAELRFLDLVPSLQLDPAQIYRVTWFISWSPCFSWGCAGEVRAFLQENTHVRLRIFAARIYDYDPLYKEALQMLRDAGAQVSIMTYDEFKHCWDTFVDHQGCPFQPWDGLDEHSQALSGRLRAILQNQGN
hIAP block – human IAP inhibitors, primary screen, biochemical, luminescence, uHTS; Intestinal-type alkaline phosphatase (Homo sapiens), P09923; purified IAP, CDP-Star luminescence, 30 min; inhibition, % at 10 µM; actives 0.12% (n = 330,000);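 active = inhibition reaching a set limit with compound at 10 µM in the primary screen, cut at about 35% in these data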;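 note: plate controls were DMSO wells with enzyme for no effect and no-enzyme buffer wells for full effect; values of inactives mirror those of a sister screen read the other way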
* marks the source's active call; other numbers are inactive results; . = no result given.

SMILES	HKDC1 inhibitor	mIAP act	ATG4B inh	mIAP block	PfGluPho inh	hIAP act	APOBEC3A inh	hIAP block
O=S(=O)(c1cccc(F)c1)N1CCN(Cc2ccc3c(c2)OCO3)CC1	-2.8	1.02	-2.3	-2.1	-6.0	1.06	-0.9	-5.6
CCc1noc(C)c1C(=O)Nc1sc(C(=O)N(C)C)c(C)c1C#N	-10.4	0.875	8.1	12.5	10.1	1.02	0.1	-2.2
COc1ccc(-c2nc(C#N)c(NCCc3ccccc3)o2)cc1OC	4.5	1.06	-1.5	-6.1	2.9	1.11	-3.7	-11.3
CCCCOc1ccccc1C1C(C(N)=O)=C(C)Nc2nnnn21 (stereo not given)	-9.3	1.01	-0.5	-0.6	-4.8	1.03	-0.1	-3.1
C=C(C)CN(CC)C(=O)CN1C(=O)NC(C)(c2ccc3ccccc3c2)C1=O (stereo not given)	-0.5	1.02	-0.6	-2.0	8.9	0.914	-0.4	8.6
CCN1CCN(C(=O)C2c3cc(OC)c(OC)cc3C(=O)N(C)C2c2ccc(SC)cc2)CC1 (stereo not given)	-16.2	0.985	-4.6	1.5	-13.2	1.03	-1.6	-2.9
COc1cccc(C(=O)N/N=C2\SCC(=O)N2Cc2ccc3c(c2)OCO3)c1	15.1	0.974	-2.1	2.6	0.7	1.07	2.7	-7.3
COc1ccc(CN2CCNC(=O)C2CC(=O)N(C)Cc2ccno2)c(F)c1 (stereo not given)	-0.4	0.937	-1.7	6.3	-4.3	1.14	1.6	-13.9
COc1ccc(-n2nnnc2S(=O)(=O)CC(=O)N2CCCCC2)cc1	3.1	1	-7.8	-0.1	8.5	1.04	-5.0	-4.4
CC(=O)N1CCN(c2ccc(NCc3ccco3)cc2)CC1	-6.2	1.05	4.7	-5.5	17.6	0.995	-3.8	0.5
CCCCS(=O)(=O)Nc1ccc(N2CCOCC2)c(S(=O)(=O)N2CCOCC2)c1	-8.6	0.915	2.7	8.5	-18.1	0.749	-1.6	25.1
O=C(CO)N/N=C/c1cccc(Cl)c1Cl	-11.4	1.02	-6.2	-1.9	4.3	1.23	0.3	-22.6
CN(C)C(C(=O)NC1CCCCC1)c1ccc(Cl)cc1 (stereo not given)	-3.2	1.06	-2.6	-6.4	-1.7	1.01	-5.8	-0.6
CN(C)c1nc(N(C)C)nc(N(C#N)CCOc2ccccc2)n1	-3.7	1	0.5	-0.2	10.6	0.957	-2.1	4.3
CC(=O)NC12CC3CC(C1)CC(C(=O)Nc1nccs1)(C3)C2	-5.3	0.986	-3.8	1.4	11.5	0.985	-1.6	1.5
CCOc1ccc(N2C(=O)C3Sc4[nH]c(=O)sc4C(c4ccc(OC)c(OC)c4)C3C2=O)cc1 (stereo not given)	-6.0	0.913	-8.3	8.7	-10.3	1.1	0.0	-10.2
CC1(C)NC(=O)N(CC(O)COc2ccccc2[N+](=O)[O-])C1=O (stereo not given)	-5.3	0.954	6.9	4.6	9.7	1.04	-2.8	-4.5
CC(C)CC1NC(=O)N(CC(=O)c2ccc3c(c2)OCCO3)C1=O (stereo not given)	2.6	0.951	-10.8	4.9	-2.1	1.03	-1.2	-3.1
COC(=O)C1=C(C(C)=O)C(c2ccc(C(=O)OC)cc2)n2nnnc2N1 (stereo not given)	-4.8	1.06	-4.2	-6.5	-9.8	1.13	-18.1	-13.0
Cc1ccc(S(=O)(=O)N2CCOCC2)cc1C(=O)N1c2ccccc2Sc2ccccc21	9.7	0.993	-7.1	0.7	12.9	1.19	-0.7	-18.7

3 entries from above, reformatted.
HKDC1 inhibitor	mIAP act	ATG4B inh	mIAP block	PfGluPho inh	hIAP act	APOBEC3A inh	hIAP block	mol
-10.4	0.875	8.1	12.5	10.1	1.02	0.1	-2.2	CCc1noc(C)c1C(=O)Nc1sc(C(=O)N(C)C)c(C)c1C#N
4.5	1.06	-1.5	-6.1	2.9	1.11	-3.7	-11.3	COc1ccc(-c2nc(C#N)c(NCCc3ccccc3)o2)cc1OC
-9.3	1.01	-0.5	-0.6	-4.8	1.03	-0.1	-3.1	CCCCOc1ccccc1C1C(C(N)=O)=C(C)Nc2nnnn21 (stereo not given)

Returning to the listing with the 2 entries that preceded the break.
SMILES	HKDC1 inhibitor	mIAP act	ATG4B inh	mIAP block	PfGluPho inh	hIAP act	APOBEC3A inh	hIAP block
COC(=O)C1=C(C(C)=O)C(c2ccc(C(=O)OC)cc2)n2nnnc2N1 (stereo not given)	-4.8	1.06	-4.2	-6.5	-9.8	1.13	-18.1	-13.0
Cc1ccc(S(=O)(=O)N2CCOCC2)cc1C(=O)N1c2ccccc2Sc2ccccc21	9.7	0.993	-7.1	0.7	12.9	1.19	-0.7	-18.7
CCN(CCC#N)c1ccc(/C=N/Nc2nc(C)cc(=O)[nH]2)c(C)c1	-3.4	0.881	-11.6	11.9	26.7	1.11	-3.6	-11.5
CCN(CC(=O)Nc1ccc(OC)cc1)CC(=O)Nc1cccc(C#N)c1	3.2	1.12	-3.7	-12.2	-9.4	1.04	1.6	-4.3
Cc1ccc(OCCCCCCN2CCNCC2)cc1	-5.2	1.01	5.3	-1.4	1.9	0.986	-2.5	1.4
CCN(c1cccc(C)c1)S(=O)(=O)c1cn(CC(=O)OC)c2ccc([N+](=O)[O-])cc12	1.3	0.934	-8.2	6.6	7.6	1.07	-0.2	-7.4
O=C(CC1C(=O)NCCN1Cc1cccc(Oc2ccccc2)c1)NCCc1cscn1 (stereo not given)	-4.6	0.98	-9.9	2.0	12.0	0.931	-2.8	6.9
O=C(COc1ccc(Br)cc1)NC(=S)Nc1ccccc1N1CCOCC1	8.2	1.02	8.7	-2.5	5.2	1.08	-2.5	-7.7
CCOC(=O)N1CCN(CC(O)COc2c(OC)cccc2OC)CC1 (stereo not given)	-8.1	0.972	-3.0	2.8	-8.9	1.18	-3.3	-17.7
O=C(Cn1cnc2ccccc2c1=O)NCCC(=O)Nc1ccc2c(c1)OCCO2	-6.0	0.952	-11.9	4.8	1.9	0.997	-1.8	0.3
Cc1ccc(/C=C/C(=O)c2ccc(C)cc2)cc1	5.1	1.03	3.5	-2.9	23.1	1	0.9	-0.2
Nc1cc(=O)[nH]c(SCC(=O)Nc2cccc(Cl)c2Cl)n1	-2.4	0.937	-8.5	6.3	-7.9	0.986	-4.0	1.4
CC1CN(S(=O)(=O)c2csc(C(=O)Nc3ccccc3)c2)CC(C)O1 (stereo not given)	-6.8	0.984	-4.9	1.6	-0.5	0.964	-2.6	3.6
O=C(Nn1c(C2CCCCC2)nc2ccccc2c1=O)c1ccc([N+](=O)[O-])cc1	1.5	0.927	-1.4	7.3	-32.9	1.01	-1.9	-1.1
O=C(N/C(=C\c1cccnc1)C(=O)N1CCCCC1)c1cccc(Br)c1	-4.0	0.981	-0.6	1.9	-13.5	0.948	-5.0	5.2
Cc1ccc(NC(=O)C2CC(Cl)=CCC2C(=O)O)c([N+](=O)[O-])c1 (stereo not given)	3.6	0.988	-5.5	1.2	-23.5	1.03	0.0	-3.0
Brc1ccccc1-n1nnc(-c2ccnc3ccccc23)n1	5.0	0.847	7.1	15.3	23.3	0.902	0.4	9.8
CCC(Sc1nccn1C)C(=O)Nc1nnc(C)s1 (stereo not given)	-4.5	1.03	2.5	-3.0	-2.0	0.918	-1.0	8.2
CCOC(=O)c1c(-c2cccc(N)c2)cn2ccccc12	-1.0	0.933	-5.0	6.7	-12.2	1.03	1.8	-2.9
CCC(C)(C)NC(=O)C(c1ccc(C)o1)N(C(=O)c1csnn1)c1cccc(F)c1 (stereo not given)	-3.0	0.959	-1.1	4.1	-20.9	0.977	-3.0	2.3
COc1cc(C)c(NC(=S)Nc2ccc(C)c(Cl)c2)cc1OC	5.4	1.2	36.3	-19.9	-4.5	1.12	-4.2	-12.0
Cc1cccc(C)c1NC(=O)CNC(=O)C(C)N1CCN(c2cccc(Cl)c2)CC1 (stereo not given)	-6.1	0.997	2.5	0.3	-2.3	0.994	2.2	0.6

Six consecutive records already listed:
SMILES	HKDC1 inhibitor	mIAP act	ATG4B inh	mIAP block	PfGluPho inh	hIAP act	APOBEC3A inh	hIAP block
Cc1ccc(OCCCCCCN2CCNCC2)cc1	-5.2	1.01	5.3	-1.4	1.9	0.986	-2.5	1.4
CCN(c1cccc(C)c1)S(=O)(=O)c1cn(CC(=O)OC)c2ccc([N+](=O)[O-])cc12	1.3	0.934	-8.2	6.6	7.6	1.07	-0.2	-7.4
O=C(CC1C(=O)NCCN1Cc1cccc(Oc2ccccc2)c1)NCCc1cscn1 (stereo not given)	-4.6	0.98	-9.9	2.0	12.0	0.931	-2.8	6.9
O=C(COc1ccc(Br)cc1)NC(=S)Nc1ccccc1N1CCOCC1	8.2	1.02	8.7	-2.5	5.2	1.08	-2.5	-7.7
CCOC(=O)N1CCN(CC(O)COc2c(OC)cccc2OC)CC1 (stereo not given)	-8.1	0.972	-3.0	2.8	-8.9	1.18	-3.3	-17.7
O=C(Cn1cnc2ccccc2c1=O)NCCC(=O)Nc1ccc2c(c1)OCCO2	-6.0	0.952	-11.9	4.8	1.9	0.997	-1.8	0.3

Continuation.
SMILES	HKDC1 inhibitor	mIAP act	ATG4B inh	mIAP block	PfGluPho inh	hIAP act	APOBEC3A inh	hIAP block
O=c1[nH]nc(Cc2ncc(C(F)(F)F)cc2Cl)c2ccccc12	-2.1	0.988	-1.9	1.2	8.2	0.942	-2.5	5.8
N#Cc1cccc(CN2C=NS(=O)(=O)c3ccccc32)c1	2.5	0.893	1.2	10.7	-7.0	0.816	-0.8	18.4
COc1ccc(Cl)cc1S(=O)(=O)N1CCN(C(=O)c2ccco2)CC1	-2.8	1.02	-1.1	-2.3	-4.7	0.992	-1.7	0.8
Cc1oc2c(CN3CCOCC3)c(O)ccc2c(=O)c1-c1ccc(Br)cc1	-4.3	0.975	-16.2	2.5	-7.1	1.06	-5.3	-5.9
O=C1NC[C@H](Cc2ccc(O)cc2)N(CC2CCCCC2)C1=O	1.0	1.09	-11.7	-8.6	-10.0	1.03	-1.1	-3.3
O=C(Cc1ccccc1)N[C@@H](Cc1ccccc1)C(=O)O	2.9	0.96	-2.1	4.0	-5.6	1.05	-0.5	-5.2
Nc1nc(N)c(N=Nc2ccc(C(=O)O)cc2)c(N)n1	-3.8	1.04	0.0	-4.3	1.1	0.972	3.0	2.8
Cc1ccc(CN2CCN(/N=C/C=C/c3ccccc3[N+](=O)[O-])CC2)cc1	11.0	0.963	2.6	3.7	16.9	0.911	-2.5	8.9
Cn1nnc2cc(C(=O)Nc3ccccc3F)ccc21	-1.1	0.932	-2.1	6.8	-7.3	0.915	0.1	8.5
S=C(NCCc1ccccc1)N/N=C/C1CCCCC1	.	0.919	.	8.1	.	1.12	-1.9	-11.8
CN1CCn2c1nc(N1CCOCC1)nc2=O	2.7	1.05	-7.8	-4.6	-6.5	0.978	-2.2	2.2
CCOC(=O)C(=CNc1ccc(N2CCOCC2)cc1)C(=O)OCC	-1.4	0.919	-10.8	8.1	5.8	1.06	-3.9	-6.3
